High-throughput results: PubChem BioAssay, The Scripps Research Institute Molecular Screening Center
PLCb3 inh: blocks human PLC-beta3 enzyme activity; Q01970; Purified PLC-beta3, fluorogenic substrate, fluorescence; inhibition, % at 12.2 µM; 370,000 tested, 0.18% active; AID 720704; in the data active means inhibition above about 11%;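 further: 0% = median of compound wells on plate and 100% = full blocker control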
Target sequence (Q01970 whole entry, looked up): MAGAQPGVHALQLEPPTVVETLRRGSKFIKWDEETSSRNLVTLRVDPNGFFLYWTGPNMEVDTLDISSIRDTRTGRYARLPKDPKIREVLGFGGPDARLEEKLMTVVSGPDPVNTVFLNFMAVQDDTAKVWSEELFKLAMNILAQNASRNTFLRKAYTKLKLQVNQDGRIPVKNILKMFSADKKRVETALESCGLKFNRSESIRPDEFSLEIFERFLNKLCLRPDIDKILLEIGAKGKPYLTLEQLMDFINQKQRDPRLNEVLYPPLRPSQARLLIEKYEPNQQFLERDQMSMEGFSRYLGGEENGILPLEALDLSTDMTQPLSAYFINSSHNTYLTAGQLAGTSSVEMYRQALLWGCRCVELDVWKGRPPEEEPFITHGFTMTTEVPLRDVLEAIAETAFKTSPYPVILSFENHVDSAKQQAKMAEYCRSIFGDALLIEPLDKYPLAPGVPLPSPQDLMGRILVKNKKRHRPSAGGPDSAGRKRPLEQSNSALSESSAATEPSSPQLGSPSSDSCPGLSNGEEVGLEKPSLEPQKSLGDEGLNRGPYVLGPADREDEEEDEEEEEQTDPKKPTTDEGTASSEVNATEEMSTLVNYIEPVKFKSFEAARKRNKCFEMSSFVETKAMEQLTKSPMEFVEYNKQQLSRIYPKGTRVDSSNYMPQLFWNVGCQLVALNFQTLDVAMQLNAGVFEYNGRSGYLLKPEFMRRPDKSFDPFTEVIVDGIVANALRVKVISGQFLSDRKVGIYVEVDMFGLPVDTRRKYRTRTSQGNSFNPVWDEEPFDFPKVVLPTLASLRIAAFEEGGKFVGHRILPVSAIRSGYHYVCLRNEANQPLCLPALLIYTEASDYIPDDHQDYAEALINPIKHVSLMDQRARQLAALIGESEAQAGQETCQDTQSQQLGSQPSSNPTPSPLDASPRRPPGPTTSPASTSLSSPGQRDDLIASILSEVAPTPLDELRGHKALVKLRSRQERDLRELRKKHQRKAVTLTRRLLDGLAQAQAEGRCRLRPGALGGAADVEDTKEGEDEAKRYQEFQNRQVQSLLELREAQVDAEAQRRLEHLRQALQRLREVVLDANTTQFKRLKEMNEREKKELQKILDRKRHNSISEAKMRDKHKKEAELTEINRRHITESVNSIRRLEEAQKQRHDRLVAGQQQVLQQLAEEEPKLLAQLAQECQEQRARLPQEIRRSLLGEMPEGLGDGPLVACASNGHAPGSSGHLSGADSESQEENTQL
ssDAF-12 act: S. stercoralis DAF-12 activation, primary screen. HEK293 ssDAF-12/GRIP1 lit1-tk-luc reporter, luminescence; % of 3 µM dafachronic acid response. activation, % at 6.8 µM. 370,000 tested, 1% active;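 active means activation above the mean over all tested compounds plus 3 SD, cut at about 0.9% in these data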;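 further: 0% = DMSO-only wells and 100% = 3 µM delta7-dafachronic acid wells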
ADAM17 inh: inhibitors of human ADAM17 | P78536 | recombinant ADAM17, EDANS/DABCYL FRET peptide cleavage | inhibition, % at 6.95 µM | 370,000 tested, 0.83% active;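 active means inhibition above the mean of compounds lying between control limits plus 3 SD, set per campaign, cut at about 8.5% in these data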;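 further: 0% = DMSO-only wells as the low control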
hcDAF12 agonist: H. contortus DAF-12 activation, primary screen. HEK293 hcDAF-12 lit1-tk-luc reporter, luminescence; 0% DMSO, 100% Δ7-dafachronic acid. activation, % at 6.8 µM. 370,000 tested, 1.4% active. AID 652067;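 active means activation above the mean of all tested compounds plus 3 SD, cut at about 5.5% in these data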;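 further: 100% = response to 3 µM Δ7-dafachronic acid high control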
HGIII-sPLA2 inh: Inhibits HGIII-sPLA2 liposome hydrolysis, primary screen | Q9NZ20 | QFRET BODIPY PC-A2 liposome hydrolysis, fluorescence | inhibition, % at 12.2 µM | 370,000 tested, 0.56% active | AID 743126;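 active means inhibition above mean plus 3 SD of compounds lying within the high and low control bounds, cut at about 19% in these data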;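 further: 0% = median of test compound wells and 100% = no enzyme DMSO wells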
DAX1 inh-1: blocks DAX1 repression of SF-1 activated StAR promoter. HEK293T StAR-luciferase reporter, SF-1/DAX-1 repression relief. inhibition, % at 6.8 µM. 370,000 tested, 1.1% active. AID 652010;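 active means inhibition above the mean over all tested compounds plus 3 SD, cut at about 3.6% in these data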;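 further: 0% = DAX-1 cells with DMSO and 100% = cells lacking DAX-1 with DMSO; higher inhibition means more luminescence from relief of DAX-1 repression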
DAX1 inh-2: NR0B1 (DAX1) inhibition | P51843 | HEK293 Gal4-DAX1 luciferase reporter, luminescence | inhibition, % at 6.75 µM | 340,000 tested, 0.99% active | AID 504766;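 active means inhibition above the mean over all tested compounds plus 3 SD, cut at about 4.2% in these data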;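 further: 0% = DAX1-transfected cells with DMSO and 100% = empty-vector control cells with DMSO; inhibition shows as a rise in luminescence from relieved DAX1 repression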
PLCg1 inh: inhibitors of human phospholipase C gamma1; inhibition, % at 12.2 µM; P19174; 370,000 tested, 0.84% active; purified PLC-gamma1, fluorogenic substrate, fluorescence; in the data active means inhibition above about 9.5%
ADAM10 inh: inhibitors of human ADAM10. recombinant ADAM10, EDANS/DABCYL FRET peptide cleavage, 3 h. 370,000 tested, 0.62% active. O14672. inhibition, % at 7 µM. AID 720582;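 active means inhibition above a per-campaign cutoff equal to the mean of compounds falling between control-based bounds plus 3 SD, cut at about 20% in these data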;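 further: 0% = DMSO wells while the 100% control is not disclosed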
hgDAF-12 ag: hgDAF-12 agonism, primary luciferase screen; HEK293 GAL4-hgDAF12 UAS-luciferase reporter, agonist luminescence; normalized to butyrate control; activation, % at 6.8 µM; 370,000 tested, 1.8% active;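 active means activation above a cutoff set at the mean of all screened compounds plus 3 SD, cut at about 10% in these data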;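 further: 0% = DMSO wells and 100% = sodium butyrate wells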
GAA850 FXN act: increases GAA850 frataxin promoter reporter activity; activation, % at 6 µM; 360,000 tested, 0.56% active; HEK293 lucGAA850 FXN promoter luciferase reporter, 24 h; percent of 10 µM SAHA response; AID 540364;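 active means activation above the average of all compounds screened plus 3 SD, cutoff fixed separately per campaign, cut at about 7.5% in these data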;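 further: 0% = DMSO wells and 100% = 10 µM SAHA wells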
Active calls of the source: *; i = inactive; . = not tested or not shown.

SMILES	PLCb3 inh	ssDAF-12 act	ADAM17 inh	hcDAF12 agonist	HGIII-sPLA2 inh	DAX1 inh-1	DAX1 inh-2	PLCg1 inh	ADAM10 inh	hgDAF-12 ag	GAA850 FXN act
COc1ccc(NC(=O)CSc2nc(C)cc(C)n2)c([N+](=O)[O-])c1	3	-1.4	-1	-1.0	2	-0.9	0.1	-1	-3	-0.5	1.2
Cc1cccc(C(=O)NNC(=O)c2n[nH]c(=O)c3ccccc23)c1C	-2	-0.6	-2	2.2	-3	1.4	0.3	-2	-3	0.4	2.9
COC(=O)C1=C(C)N(CCc2ccccc2)C(=O)C1(NS(=O)(=O)c1ccc(NC(C)=O)cc1)C(F)(F)F (stereo not given)	-2	-1.3	-4	-0.1	-8	-0.2	0.4	0	-4	-2.0	1.5
O=C1C2C3C=CC(CC3)C2C(=O)N1/N=C/c1ccccc1O (stereo not given)	-1	-0.2	-4	-1.4	6	0.9	0.3	0	0	2.7	1.0
CCCNC(=O)C1(C)CCN(C(=O)c2oc3ccccc3c2C)C1 (stereo not given)	0	-0.8	-3	-1.3	-6	-0.8	.	2	1	-0.8	-2.2
Cc1cccc(-c2noc(C3CCCCC3)n2)c1	-1	0.3	-4	0.8	4	0.5	-0.6	-1	-5	3.0	4.2
C=CCCCOc1ccc(C(=O)O)cc1	0	-1.7	3	0.4	2	-0.5	2.4	2	-4	0.7	1.6
COc1ccccc1CNC(=O)c1ccncc1	-8	-1.8	-4	-1.7	0	-0.1	-0.1	0	-2	0.4	0.2
O=C1CSc2ccc(C(=O)Nc3cccc(S(=O)(=O)Nc4ccc(Br)cc4)c3)cc2N1	-6	-3.2	17*	-4.2	-48	-2.8	-3.4	5	48*	-6.9	-1.0
Cc1c(-c2ccccc2)nc2ccccc2c1C(=O)OCC(=O)Nc1ncc(C(F)(F)F)cc1Cl	-9	-1.0	6	-0.2	-12	-0.1	-0.1	-10	8	1.6	3.1
Cc1ccc(NC(=O)CCN2C(=O)c3ccccc3C2=O)cc1	-7	-1.0	-2	-2.7	11	-0.1	-0.2	-6	2	-2.2	0.7
COc1ccccc1OCCCCOc1ccccc1F	2	-1.4	1	2.1	-6	0.8	0.9	6	-1	1.9	3.4
COc1ccc2c(c1C(=O)/C=C/c1ccccc1)OC(C)(C)C=C2	-7	-1.4	-2	-2.5	4	.	.	-1	-5	1.0	.
Cc1nnc(NC(=O)CSC2CCCCC2)s1	3	-0.3	1	2.5	2	-0.2	-0.1	-2	-9	-0.6	1.6
CCN(CC)S(=O)(=O)c1ccc(NC(=O)C(C)N(c2ccccc2)S(C)(=O)=O)cc1 (stereo not given)	7	-0.8	2	-1.0	-40	-1.2	-1.0	4	17	-2.4	0.9
CCOc1ccccc1N(C(=O)Nc1ccc(Cl)cc1)C1=NC(C)CS1 (stereo not given)	0	-1.0	-2	-1.1	-1	0.4	-1.1	1	4	1.3	0.5
COc1ccc(/C=C2\OC(=S)N(C)C2=O)cc1	1	-1.6	-4	-0.1	-3	0.0	1.5	-1	-5	-0.2	2.2
COc1ccc(NC(=O)CN(C)C(=O)CSc2ccc(Br)cc2)cc1	-5	-1.8	-6	-0.8	-7	-1.4	0.3	0	-4	-1.1	1.4
COC(=O)C(C)n1cnc2c(nnn2-c2ccc(OC)cc2)c1=O (stereo not given)	-4	-1.4	-4	-0.4	5	-0.4	0.5	-4	-6	0.0	0.1
CN(C)c1nc(Cl)cc(N2CCOCC2)n1	0	-1.6	-3	-1.7	1	0.0	-0.3	0	-4	1.6	5.3
CN(C)C(=S)Oc1ccccc1-c1ccccc1OC(=S)N(C)C	-3	-1.2	-4	-2.6	4	-0.4	-0.7	-1	-2	1.6	-1.7
CC(=O)c1c(N2CCOCC2)nc2ccc(Br)cc2c1-c1ccccc1	-6	-1.4	-1	-1.1	1	0.3	.	0	5	1.0	2.9
CC(C)Cn1c(-c2csc(C(C)C)c2)n[nH]c1=S	-1	-1.1	3	-2.2	14	-0.3	.	-2	5	-5.1	-0.1
Cc1cccc([C@H]2[C@@H]3C=CCC[C@@H]3C(=O)N2Cc2ccccc2)c1	-3	-1.6	1	-0.2	-3	3.8*	-1.3	1	3	0.6	-1.2
C=CCNC(=O)NC(=O)CSc1nnc(C(F)(F)F)n1C	3	-0.8	0	-0.6	-2	-0.1	-0.4	-3	-2	-3.2	1.1
CCOC(=O)C(Cc1ccc(Cl)cc1Cl)c1ccno1 (stereo not given)	-2	-1.4	4	-2.0	-8	2.1	1.0	8	15	-1.6	1.6
COc1ccccc1N1CCN(C(=O)CN2C(=O)c3ccccc3S2(=O)=O)CC1	-8	-1.8	-7	0.3	1	0.2	-0.8	-1	-3	0.4	0.4
Cn1c(=O)c(C(=O)NNC(=O)c2ccccc2F)c(O)c2ccccc21	-11	0.1	-4	3.3	-3	-0.2	-0.5	-3	-18	2.8	2.1
O=C(Cc1cccs1)Nc1ccc(F)c(S(=O)(=O)N2CCOCC2)c1	1	-0.8	4	-1.0	-3	-0.1	0.4	9.9*	4	-1.4	0.9
Cc1ccc(S(=O)(=O)N(C)CC(=O)Nc2ccc3c(c2)OCO3)cc1	-6	-1.2	-2	-0.1	-1	-0.1	-0.9	-4	-3	-3.5	3.4
CCC(C)(C)C1CCC2(CC1)NC(=O)N(CC(=O)N1CCN(C(=O)c3ccco3)CC1)C2=O (stereo not given)	-3	-1.1	-1	-0.4	5	-1.2	0.1	-2	-3	-0.9	-0.5
O=C(CSc1nnc(Cn2nnc(-c3ccccc3)n2)n1-c1ccccc1)Nc1ccccc1	0	-1.0	-2	0.0	-45	-0.5	0.4	1	5	-2.1	0.6
O=C(COc1ccccc1)Nc1ccccc1N1CCCCC1	1	-0.8	2	-1.4	4	-0.5	-0.4	3	10	0.0	2.1
CCOC(=O)C(=CNc1cc(C)nn1C(C)(C)C)C(=O)OCC	1	-1.5	-1	-0.5	-1	-1.4	-2.6	4	1	-0.7	-2.4
COc1ccc(NC(=O)Nc2nnc(Cc3ccccc3)s2)cc1	-6	-1.4	-2	2.5	-7	-0.2	-1.5	3	1	-1.6	-4.0
O=C(NCC(O)c1ccccc1)c1cccs1 (stereo not given)	-2	-0.3	-1	2.4	3	1.0	3.3	1	-2	12*	2.6
CCOC(=O)N1CCN(C(=O)COc2ccc(S(=O)(=O)Nc3ccc(OCC)cc3)cc2)CC1	6	-1.6	3	-2.0	-16	-2.0	-1.2	2	3	-1.4	-0.2
O=C(NNC(=O)c1ccccc1Cl)c1ccccc1Cl	0	-1.2	-6	-0.5	-1	-0.1	-0.3	1	-3	1.8	-0.4
COc1cc(-c2nnc(SCC(=O)N3C(C)CCCC3C)o2)cc(OC)c1OC (stereo not given)	1	-1.4	1	-2.9	-1	-0.5	.	-1	-1	-5.3	.
Cc1cc(Cl)ccc1C(=O)C1CCCN(C(=O)c2cscn2)C1 (stereo not given)	-6	-2.4	-4	-1.0	-1	-1.1	-0.6	1	4	-0.5	1.0
CCN1CCC(N2CCN(c3ccccc3OC)CC2)CC1	-5	-1.5	-7	-2.0	5	-0.1	-1.2	0	-5	0.8	1.6
COc1ccc(S(=O)(=O)N2CCCCC2C)cc1 (stereo not given)	5	-0.7	0	1.0	1	0.0	1.0	9	3	1.7	0.6
COC(=O)c1ccccc1S(=O)(=O)N1CCC(C(=O)NC2CCCCC2C)CC1 (stereo not given)	-4	-0.7	-1	-1.1	1	-1.8	-1.1	1	-7	0.6	0.0
C=CCn1c(C)cc(C(=O)Cn2ncc(Cl)c(Cl)c2=O)c1C	-2	-1.4	-4	-2.3	-10	-0.6	3.0	2	-3	-4.2	-4.5
CCOc1ccc(-c2c(C)n([O-])c3c([n+]2=O)CCCCC3)cc1	-10	-0.9	-3	-1.3	1	-0.4	0.0	-3	-2	-1.1	-1.0
COc1ccc2nc(N(CCN(C)C)C(=O)c3ccc4ccccc4c3)sc2c1	-7	-0.7	-2	1.7	2	-0.3	-0.1	-2	-13	0.7	0.2
C=CCNC(=O)C(=O)NCC1CCCN1CC (stereo not given)	2	-1.6	0	0.9	3	0.0	1.1	0	-1	2.5	-2.1
CNC(=O)c1ccc(-c2sc3nc(N4CCOCC4)c4c(c3c2N)CCCC4)o1	i	-2.2	i	-3.0	7	-2.7	-0.7	i	i	-5.4	4.5

Molecules shown so far that contain bromine, in the order listed:
SMILES	PLCb3 inh	ssDAF-12 act	ADAM17 inh	hcDAF12 agonist	HGIII-sPLA2 inh	DAX1 inh-1	DAX1 inh-2	PLCg1 inh	ADAM10 inh	hgDAF-12 ag	GAA850 FXN act
O=C1CSc2ccc(C(=O)Nc3cccc(S(=O)(=O)Nc4ccc(Br)cc4)c3)cc2N1	-6	-3.2	17*	-4.2	-48	-2.8	-3.4	5	48*	-6.9	-1.0
COc1ccc(NC(=O)CN(C)C(=O)CSc2ccc(Br)cc2)cc1	-5	-1.8	-6	-0.8	-7	-1.4	0.3	0	-4	-1.1	1.4
CC(=O)c1c(N2CCOCC2)nc2ccc(Br)cc2c1-c1ccccc1	-6	-1.4	-1	-1.1	1	0.3	.	0	5	1.0	2.9

Looked up above:
C=CCn1c(C)cc(C(=O)Cn2ncc(Cl)c(Cl)c2=O)c1C – DAX1 inh-2 = 3.0
Cc1ccc(NC(=O)CCN2C(=O)c3ccccc3C2=O)cc1 – GAA850 FXN act = 0.7

Just hgDAF-12 ag and ADAM10 inh, for some of the entries so far:
SMILES	hgDAF-12 ag	ADAM10 inh
COC(=O)c1ccccc1S(=O)(=O)N1CCC(C(=O)NC2CCCCC2C)CC1 (stereo not given)	0.6	-7
C=CCn1c(C)cc(C(=O)Cn2ncc(Cl)c(Cl)c2=O)c1C	-4.2	-3
CCOc1ccc(-c2c(C)n([O-])c3c([n+]2=O)CCCCC3)cc1	-1.1	-2

Remaining list, next part.
SMILES	PLCb3 inh	ssDAF-12 act	ADAM17 inh	hcDAF12 agonist	HGIII-sPLA2 inh	DAX1 inh-1	DAX1 inh-2	PLCg1 inh	ADAM10 inh	hgDAF-12 ag	GAA850 FXN act
O=C(NCC1CC1)c1onc(CSc2nc3ccccc3[nH]2)c1C(=O)NCC1CC1	0	-1.0	-5	0.6	-3	-0.5	-0.9	-1	4	-1.5	-2.4
COc1ccc2[nH]cc(C(=O)CNc3nc(C)cs3)c2c1	0	0.4	3	7.3*	9	2.1	-0.4	1	10	8.3	3.6
CCC(Oc1ccccc1)C(=O)NCCCN1CCOCC1 (stereo not given)	-8	-1.1	-3	0.0	2	-0.5	0.3	1	-1	0.9	3.3
NC(c1csc(Nc2nncc3ccccc23)n1)c1ccccc1Cl (stereo not given)	-110	-1.1	5	1.3	15	0.5	.	-78	-7	-0.2	-0.1
CCOC(=O)c1[nH]cnc1C(=O)N[C@@H](C)c1ccccc1	0	-1.2	0	-0.8	-4	-0.3	2.5	1	-5	1.5	3.7
